Screens: PubChem BioAssay, National Center for Advancing Translational Sciences (NCATS)
Abeta yeast res: restores growth of yeast expressing A-beta42 peptide. yeast expressing A-beta42, growth rescue, OD600, 48 h; response scale: 0% DMSO, 100% iron-clioquinol control. Potency, µM (highest dose often 46.1 µM), for the others: at the top dose growth rescue, actives largely listed as activators. hit rate 0.063% among 410,000; further: nearly all actives have a fitted effect of over 55% in size
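Yeast growth medium received pinned compounds, then yeast cells expressing toxic A-beta were added; plates incubated at 30 C for 48 hr. Growth read as absorbance at 600 nm, normalized to DMSO and equimolar FeCl3 plus clioquinol controls.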
FUS suppressor: rescues growth of FUS-expressing yeast; hit rate 0.24% among 390,000; S. cerevisiae FUS-expressing, growth rescue, OD600, 24 h; AID 1347120; Potency, µM (doses to about 76.6 µM), for inactives: at the highest dose growth rescue (activation), hits mostly activators;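 further: plate controls were DMSO vehicle for no effect and reference control for full effect; nearly all actives have a fitted effect of over 55% in size; some results filed as inactive show a strong effect at the top dose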
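Steps: raffinose overnight preculture; dilution to OD 0.005 in 2% galactose minimal medium; compound addition (concentration series); 24hr at 30C, 99% humidity; absorbance read at 600 nm.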
The depositor's hits bear a star; ? = inconclusive; [ ] = remark or other dose. The call rests on the fitted dose curve; in most records, active means well fitted activation curve with a large enough effect; inconclusive means small, poorly fitted or top-dose-only effect; inactive means no such curve, though single readings can be large or run the other way. Potency means the concentration at half of the fitted maximal effect. This is a subset. The share of hits here may be higher or lower than overall.

Start of the listing, in advance (14 entries):
SMILES	Abeta yeast res	FUS suppressor
COc1cc(C(=O)Nc2ccc(-c3nc4ccccc4o3)c(O)c2)cc(OC)c1OC	-7%	20%
Cc1ccc(S(=O)(=O)NCCc2csc(-c3cccc(F)c3)n2)cc1	-37%[inhibitor]	38%
CCCn1c(=N)c(C(=O)NCc2cccnc2)cc2c(=O)n3cccc(C)c3nc21	-6%	-12%
CC1=C(C(N)=O)C(c2cccc(Br)c2)n2nc(SCc3ccccc3)nc2N1 (stereo not drawn)	-8%	8%
CCOc1cccc(CC(=O)Nc2ccc3nc(N4CCCCC4)cc(C)c3c2)c1OCC	6%	6%
CN(C)c1ccc(C(CNC(=O)COc2ccc(Cl)cc2)N2CCOCC2)cc1 (stereo not drawn)	-3%	-33%
COc1ccc(-n2nc3ccc(NC(=O)c4cc5ccccc5o4)cc3n2)cc1Cl	0%	14%
COc1cccc(N2CCN(c3ncc4c(n3)CCN(Cc3ccc(Br)cc3)C4)CC2)c1	6%	9%
Cc1oc2ncn(C)c(=O)c2c1C(=O)NCc1ccc(Cl)cc1	-7%	10%
Cc1cccc(CCn2c(=O)c3ccccc3n(Cc3cccc(F)c3)c2=O)c1	-9%	16%
COc1cccc(CNC(=O)Cn2nc3c(cc2=O)CCCC3)c1OC	-8%	-18%
COc1ccc(Oc2nc3c(c(=O)n(C)c(=O)n3C)n2Cc2ccc(Cl)cc2Cl)cc1	-10%	-14%
Cc1nc2cc(-c3ccccc3)nn2c(C)c1CCC(=O)NCc1cccc(Cl)c1	1%	-11%
O=C(CCSc1nc(-c2ccco2)cc(C(F)(F)F)n1)Nc1cccc(O)c1	-26%	23%

This part in full, repeating the preview:
SMILES	Abeta yeast res	FUS suppressor
COc1cc(C(=O)Nc2ccc(-c3nc4ccccc4o3)c(O)c2)cc(OC)c1OC	-7%	20%
Cc1ccc(S(=O)(=O)NCCc2csc(-c3cccc(F)c3)n2)cc1	-37%[inhibitor]	38%
CCCn1c(=N)c(C(=O)NCc2cccnc2)cc2c(=O)n3cccc(C)c3nc21	-6%	-12%
CC1=C(C(N)=O)C(c2cccc(Br)c2)n2nc(SCc3ccccc3)nc2N1 (stereo not drawn)	-8%	8%
CCOc1cccc(CC(=O)Nc2ccc3nc(N4CCCCC4)cc(C)c3c2)c1OCC	6%	6%
CN(C)c1ccc(C(CNC(=O)COc2ccc(Cl)cc2)N2CCOCC2)cc1 (stereo not drawn)	-3%	-33%
COc1ccc(-n2nc3ccc(NC(=O)c4cc5ccccc5o4)cc3n2)cc1Cl	0%	14%
COc1cccc(N2CCN(c3ncc4c(n3)CCN(Cc3ccc(Br)cc3)C4)CC2)c1	6%	9%
Cc1oc2ncn(C)c(=O)c2c1C(=O)NCc1ccc(Cl)cc1	-7%	10%
Cc1cccc(CCn2c(=O)c3ccccc3n(Cc3cccc(F)c3)c2=O)c1	-9%	16%
COc1cccc(CNC(=O)Cn2nc3c(cc2=O)CCCC3)c1OC	-8%	-18%
COc1ccc(Oc2nc3c(c(=O)n(C)c(=O)n3C)n2Cc2ccc(Cl)cc2Cl)cc1	-10%	-14%
Cc1nc2cc(-c3ccccc3)nn2c(C)c1CCC(=O)NCc1cccc(Cl)c1	1%	-11%
O=C(CCSc1nc(-c2ccco2)cc(C(F)(F)F)n1)Nc1cccc(O)c1	-26%	23%
O=C(NCCc1ccccc1Cl)c1sc2ncccc2c1-n1cccc1	-14%	?
O=C(Nc1cccc(C(F)(F)F)c1)N1CCC(CN2CCCCCC2)CC1	-12%	13%
c1ccc(OCCn2c(COc3ccccc3)nc3ccccc32)cc1	2%	-1%
O=C(c1ccc2c(c1)CCCC2)N1CCN(c2nc3c(F)cccc3s2)CC1	2%	-5%
COc1ccc(NC(=O)CN2C(=O)COc3ccc(S(=O)(=O)Nc4ccccc4)cc32)cc1OC	7%	-6%
CCOC(=O)c1ccccc1NC(=O)CSc1ccc(-c2cccs2)nn1	-19%	3%
COc1ccc(Nc2ncc(C(=O)Nc3ccc(F)cc3F)c3ccccc23)cc1	-7%	25%
COc1ccc(NC(=O)c2cc(-c3ccc4c(c3)OCO4)on2)c(OC)c1	-7%	-8%
COc1cc(OC)cc(C(=O)Oc2c(Sc3ccccc3)c(C)nn2C(C)(C)C)c1	-2%	24%
CCc1ccc(NC(=O)Cn2ncc3c(C)n(Cc4cccc(Cl)c4)c(C)c3c2=O)cc1	-5%	-21%
COc1ccc(C(=O)Nc2ccccc2-c2nc3ccccc3s2)cc1OC	-18%	4%
CN1C(=O)Cc2cc(S(=O)(=O)NCc3ccccc3Cl)ccc21	-5%	?
CCC(=O)N1c2ccccc2CC1C(=O)NCCCN1CCN(c2ccc(F)cc2)CC1 (stereo not drawn)	-21%	10%
CCCc1oc2ccc(NS(=O)(=O)c3ccc(OCC)cc3)cc2c1C(=O)OCC	11%	32%
CCOC(=O)c1c(C)n(-c2ccccc2)c2ccc(OC(=O)c3ccccc3Cl)cc12	-2%	-30%
COc1ccc(S(=O)(=O)c2cn(C)c3cc(N4CCCC4)c(F)cc3c2=O)cc1	-1%	-15%
Cc1c(C(=O)Nc2ccccc2F)sc2ncnc(N(C)C3CCCCC3)c12	-37%	3%
COc1cccc(N(CC(=O)N2CCC(C)CC2)S(=O)(=O)c2ccc(C)cc2)c1	-19%	42%
COc1cccc(-n2c(=O)c3sc4ccccc4c3n(Cc3c(F)cccc3Cl)c2=O)c1	-5%	-13%
CCn1c(=NC(=O)c2ccc(S(=O)(=O)N3CCCCC3)cc2)sc2cccc(OC)c21	-23%	-1%
Cc1ccc(CNC(=O)CCc2c(C)nc3nc(CNC(=O)OC(C)(C)C)nn3c2C)cc1	-3%	6%
COc1ccc(CNCc2c(C(=O)O)c(C)n(Cc3ccccc3C)c2C)c(OC)c1	2%	15%
Cc1cccc(CNC(=O)c2cnc3sc(N4CCCCCC4)nn3c2=O)c1	-9%	8%
COc1ccc(N2CCN(C(=O)Cn3ncc4c3-c3cc(C)ccc3OC4)CC2)cc1	-2%	13%
CCCCOc1ccc(CN2C(=O)C(=O)c3cc(Br)cc(C)c32)cc1OC	3%	3%
COc1ccc(-c2nn(C)c3sc(C(=O)N4CCN(c5cccc(C)c5C)CC4)cc23)cc1OC	-6%	-16%

The final 2 entries of the part above open the next one:
SMILES	Abeta yeast res	FUS suppressor
CCCCOc1ccc(CN2C(=O)C(=O)c3cc(Br)cc(C)c32)cc1OC	3%	3%
COc1ccc(-c2nn(C)c3sc(C(=O)N4CCN(c5cccc(C)c5C)CC4)cc23)cc1OC	-6%	-16%
CCCCN(C)C(=O)CN1C(=O)c2cccnc2Oc2ccc(Cl)cc21	6%	12%
COc1cccc(CNC(=O)CN2C(=O)CCCc3ccccc32)c1OC	-11%	-13%
CCc1ccccc1NC(=O)C(C)n1c(=O)cc(C)c2c(C)nn(-c3ccccc3)c21 (stereo not drawn)	-11%	-31%
CCc1ccc(-n2nc(CO)c(C(=O)NCc3ccccn3)n2)cc1	-1%	3%
COc1ccc(OC)c(NC(=O)CSC2=Nc3ccccc3C3=NC(CC(=O)NCc4ccco4)C(=O)N23)c1 (stereo not drawn)	7%	19%
Cc1cc(OC(C)C(=O)N(Cc2ccc(N(C)C)cc2)Cc2ccco2)ccc1Cl (stereo not drawn)	-5%	42%
COC(=O)c1ccc2c(c1)sc(=NC(=O)c1ccc(S(=O)(=O)N3CCCCC3)cc1)n2C	2%	-13%
CCOc1ccc(CNS(=O)(=O)c2c(C(=O)N3CCCCCC3)c(C)n(C)c2C)cc1OC	-8%	8%
Cc1cc(C)cc(NC(=O)Cn2c3ncccc3c(=O)n2-c2ccc(C)c(C)c2)c1	-1%	-17%
Cc1ccc(-n2nc(CO)c(C(=O)NCCCCc3ccccc3)n2)cc1	-22%	6%
O=C(CCS(=O)(=O)c1nc(-c2ccc3c(c2)OCO3)cc(C(F)(F)F)n1)Nc1ccccc1C(F)(F)F	-5%	27%
COC(=O)c1sccc1S(=O)(=O)N1CCN(c2cccc(C)c2C)CC1	-6%	38%
CC(C)c1ccc(NC(=O)C2CCN(S(=O)(=O)c3ccc(Br)s3)CC2)cc1	-20%	-20%
CCOC(=O)c1ccc(NC(=O)c2cnn3c(=O)c4c(n(CC)c23)CCN(Cc2ccc(OC)cc2)C4)cc1	20%	-1%
COc1ccc(C)cc1NC(=O)C1CCN(S(=O)(=O)c2c(C)noc2/C=C/c2ccco2)CC1	-1%	12%
CCC(CO)Nc1ncnc2c1cnn2-c1ccc(C)cc1 (stereo not drawn)	-12%	-1%
COc1ccc2[nH]c(=O)c(CN(C(=O)c3cccc(Cl)c3)c3ccccc3C)cc2c1	1%	-15%
O=C(CSc1nnc2ccc3ccccc3n12)Nc1ccccc1Cl	-16%	22%
COc1cccc(CNC(=O)C(=O)NCC(c2cccs2)S(=O)(=O)c2cccs2)c1 (stereo not drawn)	-4%	45%
COc1ccc(Cl)cc1S(=O)(=O)N1CCC(c2ccncc2)CC1	3%	5%
CCCCC(=O)NC1CC(=O)N(c2ccc3c(c2)OCCO3)C1 (stereo not drawn)	-12%	-10%
CCOC(=O)C1=C(CN2CCN(c3ccccc3F)CC2)NC(=O)NC1c1ccc(Cl)cc1 (stereo not drawn)	-6%	-17%
CCOc1ccc(CC(=O)Nc2c(C(=O)c3ccccc3)oc3ccc(Cl)cc23)cc1OCC	-10%	-9%
Cc1ccccc1S(=O)(=O)Cc1ccc(C(=O)NCc2ccccc2Cl)o1	-4%	31%
CCN(CC)c1ccc(CN(C(=O)Cc2coc3ccc(C)cc23)C2CCS(=O)(=O)C2)cc1 (stereo not drawn)	-31%	13%
NC(=O)Cn1c(=O)n(CCCCCC(=O)NCc2ccccc2)c(=O)c2sccc21	2%	-22%
CC(C)Sc1ncc(Cl)c(C(=O)Nc2ccc(S(=O)(=O)N3CCCCC3)cc2)n1	-7%	-3%
Cc1ccc(C)c(N2CCN(C(=O)CCc3nnc4n(CC(C)C)c(=O)c5ccccc5n34)CC2)c1	-8%	1%
O=C1CC(c2ccc(F)cc2)c2c(n3c(nc4ccccc43)[nH]c2=O)N1 (stereo not drawn)	-5%	-17%
Cc1c(C(=O)N2CCCC2)oc2c1-c1nn(CC(=O)NC(C)c3ccccc3)cc1CC2 (stereo not drawn)	2%	10%
CCc1nc2ccc(C(=O)NCc3ccc(SC)cc3)cc2nc1CC	-2%	?
O=C(CCN1C(=O)c2ccccc2Sc2ncccc21)Nc1ccc(F)cc1	0%	-3%
N#C/C(=C/c1ccc(Cl)cc1Cl)c1nc2ccccc2c(=O)[nH]1	-19%	6%
COc1cc(Cl)c(C)cc1Nc1nc2ccccc2c2nnc(C)n12	-5%	-7%
Cc1ccccc1CN1c2ccccc2S(=O)(=O)c2ccccc21	-31%[inhibitor]	5%
Cc1cccc(C(=O)NCCc2nc3ccccc3n2CCC(C)C)c1	-1%	-1%
CC(C)CN(CCNC(=O)c1cc(-c2ccc(Cl)s2)nc2ccccc12)CC(C)C	-17%	-7%
Cc1ccc(C(=O)Nc2ccc(-c3cn4cccnc4n3)cc2)cc1C	-3%	4%
CCn1c(C(=O)Nc2ccccc2C(=O)OC)cc2sc(Cl)cc21	-3%	-23%
CSc1ccc(-c2nc3c(C)cccn3c2Nc2ccc3c(c2)OCCO3)cc1	20%	28%
CCOc1ccc(NC(=O)Cn2cc(C(=O)c3ccc(CC)cc3)c(=O)c3cc(C)ccc32)cc1	-3%	-3%
Cc1cc2nn(-c3ccc(F)cc3)nc2cc1NC(=O)c1cccc2c(Cl)cccc12	-9%	-15%
Cc1cccc(-c2nc3scc(CCNS(=O)(=O)c4ccc5c(c4)OCCO5)n3n2)c1	7%	-8%
CCOc1ccc(CCNC(=O)c2c(C)oc3ncnc(N4CCOCC4)c23)cc1	-3%	7%
CC(=O)c1ccc(NC(=O)C2CCCN(S(=O)(=O)c3ccc4c(c3)CCCN4C(C)=O)C2)cc1 (stereo not drawn)	6%	18%
COc1ccc(-c2cc(C(F)(F)F)nc(SCC(=O)N(C)Cc3ccccc3)n2)cc1	-7%	43%
CCn1c2ccccc2c2nnc(N3CCN(c4cccc(Cl)c4)CC3)nc21	-5%	-22%
CSc1ccc(CCNC(=O)c2cc3cc4cc(C)ccc4nc3s2)cc1	-3%	-4%
Cc1cc(C)cc(NC(=O)Cn2c(=O)n(-c3cc(C)cc(C)c3)c(=O)c3oc4ccccc4c32)c1	-15%	7%
O=C(NCc1ccc(Cl)cc1)C1CCCN(C(=O)c2cnn(-c3ccc(F)cc3)c2-n2cccc2)C1 (stereo not drawn)	-75%[inhibitor]	?
COc1ccc(C(CC(=O)Nc2ccc(Br)cn2)N2Cc3ccccc3C2=O)cc1 (stereo not drawn)	-9%	29%
Cc1ccc(Cl)cc1NC(=O)c1cc(CN2CCCC2)on1	-15%	28%
COc1ccc(-n2c(C)nc3cc(C(=O)NC4CCCC4)ccc32)cc1	-29%	-13%
COc1cccc(C(=O)Nc2ccccc2-c2nc(-c3ccc(C)cc3)no2)c1	-5%	-14%
Cn1c(=O)c2c(SCC(=O)N3CCc4ccccc43)nc(-c3ccccc3Cl)nc2n(C)c1=O	-7%	5%
CCc1ccc2ncc3c(-c4ccccc4)nn(-c4ccccc4)c3c2c1	-32%	15%
